From PubChem BioAssay
p-CIP stab down: p/CIP protein destabilization. Q05BA5. F442A p/CIP-EGFP cells, EGFP fluorescence, 16 h. actives 0.01% (n = 290,000). decrease of EGFP signal, % at 10 µM;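 active means EGFP signal decrease of at least 30% at 10 µM or well 3 SD below plate mean, unless failing retest; inactive means the rest, including hits failing retest or dose response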; further: some compounds called inactive have numbers as strong as hits; many of its hits are not listed in these tables
IMP-1 inhibitor: inhibitors of Pseudomonas aeruginosa IMP-1 metallo-beta-lactamase | purified IMP-1, nitrocefin hydrolysis, epi-absorbance fluorescence | inhibition, % at 5.6 µM | actives 0.45% (n = 290,000) | AID 1556;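 active means inhibition above the mean plus 3 SD of all compounds in the same screening run, cut at about 4.5% in these data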;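 further: 0% = IMP-1 with DMSO and 100% = DMSO wells lacking enzyme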
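system = purified recombinant IMP-1 beta-lactamase | amount = 0.2 nM IMP-1, as dispensed | medium = HEPES buffer pH 7.1 with ZnSO4 and Brij 35 | times = 25 °C, 15 min preincubation, 25 min reaction | detection = plate fluorescence quenching by hydrolysis product, ex 480/em 530 nm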
HCV NS3 hel inh: HCV NS3 helicase inhibition; NS3 helicase DNA unwinding, Cy5 molecular beacon fluorescence; inhibition, % at 10.9 µM; AID 1800; actives 0.56% (n = 290,000);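 active means inhibition above the mean of all tested compounds plus 3 SD, set per campaign, cut at about 35% in these data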;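 further: 0% = DMSO wells and 100% = thioflavine S control wells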
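Compound dosing – single dose, 10.9 µM nominal final, DMSO 0.8% final · System – NS3 helicase fragment of HCV · Buffer or medium – MOPS pH 6.5, MgCl2, DTT, Tween20, BSA · Signal – Cy5 beacon fluorescence read at start and 1 h · Also added – annealed dual-labelled DNA beacon duplex, ATP-started · Schedule – 1 h at 25 °C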
PHOSPHO1 block: inhibitors of human PHOSPHO1 phosphatase | actives 1.1% (n = 290,000) | recombinant PHOSPHO1, absorbance phosphatase assay | inhibition, % at 13.3 µM; in the data active means inhibition above about 60%
Target sequence (Q8TCT1 whole entry, looked up): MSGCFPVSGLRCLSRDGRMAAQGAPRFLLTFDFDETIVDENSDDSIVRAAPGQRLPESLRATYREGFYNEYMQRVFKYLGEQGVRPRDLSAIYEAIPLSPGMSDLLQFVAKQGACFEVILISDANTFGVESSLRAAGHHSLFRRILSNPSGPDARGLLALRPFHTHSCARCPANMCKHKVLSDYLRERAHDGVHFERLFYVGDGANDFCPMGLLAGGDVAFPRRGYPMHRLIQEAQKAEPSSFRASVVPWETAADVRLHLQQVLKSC
IDE act: IDE (human) activation, cell-based; HEK cells, FAbeta-B cleavage, fluorescence polarization; 0% vehicle, 100% cell-free pure enzyme wells; activation, % at 5.96 µM; actives 0.073% (n = 340,000); AID 493087;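 active means activation above the mean of all tested compounds plus 3 SD, set per screening campaign, cut at about 17% in these data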
VIM-2 inhibitor: blocks Pseudomonas aeruginosa VIM-2 metallo-beta-lactamase; purified VIM-2, nitrocefin hydrolysis, epi-absorbance fluorescence; inhibition, % at 5.6 µM; actives 0.89% (n = 290,000); AID 1527;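 active means inhibition above the mean of all tested compounds plus 3 SD, cutoff set per screening run, cut at about 7.5% in these data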;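 further: red hydrolysis product quenches plate fluorescence so inhibitors raise well fluorescence; 0% = enzyme with DMSO and 100% = DMSO without enzyme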
MEKK3 PB1 HTS: MEKK3-MEK5 PB1 interaction, increase or decrease; binding response (% of control), % at 10 µM; actives 1.4% (n = 290,000); bead-based flow cytometry, Alexa488-MEK5 binding to MEKK3; actives lie on both sides; 0 = blocked by unlabeled MEK5, 100 = vehicle; AID 1529;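 active means binding response more than 3 SD above or below the average of its plate-row segment, actives on both sides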;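 further: Alexa488 bead fluorescence after subtracting the streptavidin-only scavenger bead signal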
FID counter: displaces DNA intercalator in HCV helicase counter-screen; actives 0.17% (n = 290,000); DNA fluorescent intercalator displacement, fluorescence; AID 1845; inhibition, % at 7.9 µM; in the data active means inhibition above about 37%;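 further: 0% = vehicle and 100% = reference compound; higher means more ethidium bromide displaced from hairpin DNA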
UBC9 SUMO inh: blocks human SUMOylation mediated by UBC9; P63279; HTRF SUMOylation assay, SAE1/SAE2 + UBC9, in vitro; inhibition, % at 35 µM; actives 0.36% (n = 290,000); in the data active means inhibition above about 50%, passing the limit was not always enough; further: strong numbers were not always called active
Target sequence (P63279 whole entry, looked up): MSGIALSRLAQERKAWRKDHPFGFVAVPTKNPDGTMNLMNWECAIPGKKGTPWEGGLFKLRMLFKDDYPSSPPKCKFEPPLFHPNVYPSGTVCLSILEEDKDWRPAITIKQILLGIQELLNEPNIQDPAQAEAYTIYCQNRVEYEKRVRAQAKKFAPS
Active calls of the source: *; . = no result given. Only part of the results is shown; rates above refer to the full screens.

SMILES,MEKK3 PB1 HTS,VIM-2 inhibitor,UBC9 SUMO inh,FID counter,PHOSPHO1 block,p-CIP stab down,HCV NS3 hel inh,IMP-1 inhibitor,IDE act
CC1CN(c2ccc([N+](=O)[O-])c(NCCOc3ccccc3)c2)CC(C)N1 (stereo not given),109,-3.2,8,26,29,4,-66,-5.1,3
CCOc1ccc(NC(=O)CSc2nnnn2CC(=O)O)cc1,105,0.9,-2,1,4,11,-6,-3.0,4
O=C(CCN1C(=O)/C(=C/c2ccccc2Cl)SC1=S)Nc1cccnc1,98,-2.0,-12,-20,24,8,3,-1.6,0
CCOc1ccc(NC(=O)CCCCCN2C(=O)[C@@H]3Cc4ccccc4CN3C2=O)cc1,102,-2.7,-3,-48,7,1,-4,-0.8,1
CC(C)NC(=O)CN(CCc1ccccc1)S(C)(=O)=O,101,-3.3,-9,-4,12,-7,2,-2.4,-4
Cc1c(/C(O)=C2/C(=O)C(=O)N(CCN3CCOCC3)C2c2cccs2)cnn1-c1ccccc1 (stereo not given),116,-0.3,11,-18,17,-16,16,6.1*,-4
COc1ccc(-c2cccc(C(=O)NCC(=O)O)c2)cc1,98,-2.7,21,-5,0,-9,2,-1.7,0
O=C(c1cccc(Cl)c1)N(Cc1ccco1)C1CCS(=O)(=O)C1 (stereo not given),99,-4.5,9,-11,18,3,4,-5.7,0
COc1ccc(-c2cc(-c3nnc(-c4ccncc4)o3)c3ccccc3n2)cc1,94,-2.6,9,-5,-12,-7,-5,-0.8,-2
Clc1cccc(CSc2nnc(-c3ccccn3)n2Cc2ccco2)c1,107,-3.9,18,-39,33,-16,6,-2.2,3
O=C(CCS(=O)(=O)c1ccc(F)cc1)Nc1nc(-c2ccncc2)cs1,106,-0.8,3,-13,-83,-13,14,-5.0,5
C/C=C/C=C/C(=O)Nc1cccc(C2=NOC3(C2)C[C@H](C(N)=O)N(C(=O)CC(c2ccccc2)c2ccccc2)C3)c1 (stereo not given in full),98,.,2,.,0,7,.,.,.
Cc1cc(/C=C(/C#N)C(=O)Nc2ccccc2)c(C)n1-c1cccnc1,103,-7.0,27,-4,27,-7,-3,-3.2,1
CCOc1ccc(NC(=O)c2ccccc2CO)cc1,104,2.8,28,-3,3,-9,3,-0.5,4
CCOc1ccc(C(=O)NCCc2ccccc2)cc1,94,-2.2,22,-8,8,0,-5,-2.5,1

Brought forward from above: 2 compounds; new compounds follow.
SMILES,MEKK3 PB1 HTS,VIM-2 inhibitor,UBC9 SUMO inh,FID counter,PHOSPHO1 block,p-CIP stab down,HCV NS3 hel inh,IMP-1 inhibitor,IDE act
CCOc1ccc(NC(=O)c2ccccc2CO)cc1,104,2.8,28,-3,3,-9,3,-0.5,4
CCOc1ccc(C(=O)NCCc2ccccc2)cc1,94,-2.2,22,-8,8,0,-5,-2.5,1
CCOC(=O)c1[nH]c(C)c(C(=O)OCC(=O)N(C)C2CCS(=O)(=O)C2)c1C (stereo not given),98,-2.4,0,-10,28,1,-4,-1.8,1
Brc1ccc(OCCn2ccnc2)cc1,100,-2.0,13,2,18,4,-7,-0.6,5
Cc1[nH][nH]c(=O)c1C(c1ccc(-c2cccc(Cl)c2)o1)c1c(C)[nH][nH]c1=O,92,-0.6,88,-8,-89,5,8,-2.1,-5
COc1cc2c(cc1OC)C1(CCCC1)CNC2c1ccc([N+](=O)[O-])cc1 (stereo not given),107,-1.1,14,16,53,-10,-10,-2.0,0
CC1CCc2c(sc(/N=C/c3ccco3)c2C(N)=O)C1 (stereo not given),92,-1.5,15,-6,20,3,37*,2.9,2
O=C1C(=O)N2C(=C1C(=O)N1CCCCCC1)c1ccccc1CC21CCCC1,105,0.3,22,-13,5,-18,6,-2.1,2
O=c1[nH]nc(Cc2ccc(Cl)cc2)c2ccccc12,111,-4.3,16,-11,-20,8,4,-3.5,0
O=C1Nc2cc3c(cc2Sc2ccccc21)OCCO3,98,-2.4,9,-20,-10,-10,7,-2.7,1
NC(=O)C1CCN(C(=O)COc2ccc(S(=O)(=O)NCc3ccccc3)cc2Cl)CC1,97,-1.7,8,-8,-4,-2,-2,-2.5,-3
Cc1c(OC(=O)CNC(=O)OC(C)(C)C)ccc2c3c(c(=O)oc12)CCC3,98,23*,14,-19,4,8,-3,-1.1,0
O=C(Nc1ccc(Cl)c(Cl)c1)Nn1cnnc1,108,0.5,67*,-3,19,1,-12,-1.7,1
Cc1ccccc1-n1c(=O)cc(NCC2CCCO2)[nH]c1=O (stereo not given),97,-3.0,18,-8,-5,-6,0,-5.7,1
COc1ccc2c(c1OC)C(=O)N(c1ncn[nH]1)C2,102,-1.1,16,-4,-14,-5,0,-2.7,3
Cc1ncsc1CCOC(=O)c1ccc(Cl)cc1,103,-3.7,12,-10,37,2,-5,-2.8,2
O=C(/C=C/c1cccc(Cl)c1)Nn1c(-c2cccs2)nc2ccccc2c1=O,108,-2.0,-19,-2,-10,13,-3,-2.7,0

5 compounds from above, sorted by number of heavy atoms, low to high:
SMILES,MEKK3 PB1 HTS,VIM-2 inhibitor,UBC9 SUMO inh,FID counter,PHOSPHO1 block,p-CIP stab down,HCV NS3 hel inh,IMP-1 inhibitor,IDE act
COc1ccc2c(c1OC)C(=O)N(c1ncn[nH]1)C2,102,-1.1,16,-4,-14,-5,0,-2.7,3
COc1ccc(-c2cccc(C(=O)NCC(=O)O)c2)cc1,98,-2.7,21,-5,0,-9,2,-1.7,0
CCOc1ccc(NC(=O)CSc2nnnn2CC(=O)O)cc1,105,0.9,-2,1,4,11,-6,-3.0,4
O=C(CCS(=O)(=O)c1ccc(F)cc1)Nc1nc(-c2ccncc2)cs1,106,-0.8,3,-13,-83,-13,14,-5.0,5
COc1cc2c(cc1OC)C1(CCCC1)CNC2c1ccc([N+](=O)[O-])cc1 (stereo not given),107,-1.1,14,16,53,-10,-10,-2.0,0

(more compounds)
SMILES,MEKK3 PB1 HTS,VIM-2 inhibitor,UBC9 SUMO inh,FID counter,PHOSPHO1 block,p-CIP stab down,HCV NS3 hel inh,IMP-1 inhibitor,IDE act
COc1cccc(-c2nc(CS(=O)(=O)CC(=O)Nc3cc(C)ccc3C)c(C)o2)c1,113,-2.3,0,-8,-3,-7,1,-2.8,2
CC1=NC(=O)C(N=Nc2cccc(C(=O)O)c2)N1c1ccccc1 (stereo not given),91,0.7,9,-16,12,-3,2,-4.9,2
COc1ccc(C(=O)/C=C/c2ccc(OC3CSC3)cc2)cc1OC,98,0.2,12,-9,-14,-15,-2,-0.6,2
O=C(NCC1CCCO1)c1ccccc1-c1nc(-c2ccc(F)cc2)no1 (stereo not given),101,-2.3,-5,-10,-10,1,0,-1.3,-2
NC(=O)CSc1nc2ccc([N+](=O)[O-])cc2[nH]1,104,-3.2,-17,0,0,14,11,-2.1,2
CCC1=NN2C(=N)/C(=C/c3ccc(OS(=O)(=O)c4ccccc4)cc3)C(=O)N=C2S1,105,-3.5,31,-32,18,8,-4,-1.8,1
COc1ccc(C(NC(=O)C2C3C=CC(C3)C2C(=O)O)c2ccccc2)cc1 (stereo not given),99,-3.4,-15,-1,1,0,-1,-2.2,-1
CC(=O)Nc1ccc(NC(=O)CCSCCc2ccccn2)cc1,100,-1.9,-1,-6,-16,6,8,-2.2,7
